Assay outcomes (PubChem BioAssay)
Pf Dd2 growth = qHTS Primary assay for Inhibitors of Plasmodium falciparum Dd2 growth in vitro; P. falciparum Dd2 growth, SYBR Green, 72 h; AID 1347417, 2020; Potency, µM (doses to about 28.9 µM), for the others: at the top dose activity, negative = inhibition, usual class: inhibitors; actives 4.3% (n = 120,000); active = well fitted inhibition curve with a large enough effect; inconclusive = small, poorly fitted or top-dose-only effect; inactive = no such curve, though single readings can be large or run the other way;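 note: plate controls were DMSO vehicle for no effect and reference drug for full effect; nearly all actives have a fitted effect of over 65% in size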
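Infected erythrocytes (Dd2, 0.3% parasitemia, 2.5% hematocrit final) are added to compound in RPMI-1640/Albumax II medium, grown 72 h at 37C in low oxygen, then lysed with saponin/Triton-X containing SYBR Green and read by fluorescence.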
The depositor's hits bear a star; i = inactive; ? = inconclusive; [ ] = remark or other dose. Potency is the fitted concentration of half-maximal effect. Some of the compounds tested; rates above refer to the full screens.

molecule	Pf Dd2 growth
CCc1ccccc1NC(=O)Cn1cc(S(=O)(=O)N2CCCC2)c(S(=O)(=O)N2CCCC2)c1	i
O=C(NC[C@H]1OC[C@@H](NC2CCC2)[C@@H]1O)C1CCCC1	i
CCOc1ccc(NC(=O)c2ccc3snnc3c2)cc1	3.5%
CCn1nccc1C(=O)N1C[C@@H](F)C[C@H]1C(=O)N1CCCCC1	4.6%
COc1ccc(Cn2c(C(=O)O)c(CNCC(C)c3ccccc3)c3ccc(OC)cc32)cc1 (configuration not stated)	?
COc1cccc(N2C(=O)NC(=NC3CCCCC3)C23CCN([S+](=O)([O-])c2cccc(OC)c2)CC3)c1	?
COc1ccc(C(=O)NCCC2CCN(C(=O)Nc3ccccc3)CC2)cc1OC	?
COc1ccc(C2Cn3nnc(C(=O)NC4CCCCCC4)c3CO2)cc1 (configuration not stated)	?
CCN1CCC(CCNC(=O)CCC[C@H]2NC[C@@H]3CC2CN(Cc2ccccc2)C3)CC1	?
COc1ccc(C)cc1NC(=O)C(Cc1ccccc1)NS(=O)(=O)c1ccc(Br)s1 (configuration not stated)	-20.1%
Cc1ccc(CCCN2CCCC(COc3ccccc3C(=O)N3CCCCC3)C2)o1 (configuration not stated)	-9.4%
Cc1ccc(Cn2ccnc2SCC(=O)NCc2ccccc2)cc1	i
O=c1[nH]c(C2CCN(Cc3ccccc3)CC2)nn1Cc1ccccc1	17.7%
Cc1c(C(=O)OC2CCCCC2)[nH]c2c1C(=O)CC(c1ccccc1Cl)C2 (configuration not stated)	?
CC(C)c1nncn1C1CCN(S(=O)(=O)c2ccc(F)cc2)CC1	19.3%
COC1C(=O)N(c2cccc(F)c2)C12CCN(S(=O)(=O)c1cccs1)CC2 (configuration not stated)	?
O=C(NC1CCCN(c2cc(N3CCCC3)ncn2)C1)c1ccoc1 (configuration not stated)	2.6%[5.79 µM]
COc1ccc(OC)c(NC(=O)CSc2nnc3ccc4ccccc4n23)c1	-10.2%
Cc1nn(C)c2ncnc(N3CCCC(Cc4nc5ccccc5[nH]4)C3)c12 (configuration not stated)	-1.7%
COc1cccc(CN2CCOC3CCN(Cc4ccccc4O)CC3C2=O)c1 (configuration not stated)	?

In another format: three of the compounds above
CCN1CCC(CCNC(=O)CCC[C@H]2NC[C@@H]3CC2CN(Cc2ccccc2)C3)CC1
  Pf Dd2 growth: ?

Cc1ccc(Cn2ccnc2SCC(=O)NCc2ccccc2)cc1
  Pf Dd2 growth: i

COc1ccc(C2Cn3nnc(C(=O)NC4CCCCCC4)c3CO2)cc1 (configuration not stated)
  Pf Dd2 growth: ?

Next section:
molecule	Pf Dd2 growth
Cc1[nH]nc(CN2CCC3(CCN(C4CCCC4)CC3)C(CO)C2)c1Cl (configuration not stated)	-8.3%
CCc1ccccc1NC(=O)Cn1c2ncccc2c(=O)n1-c1ccccc1	?
CCOC(=O)C1(Cc2ccc(F)cc2F)CCCN(Cc2cccc(OC)c2O)C1 (configuration not stated)	3.16µM*
CC(=O)Nc1nonc1-c1nnc(SCC(=O)Nc2cc(C)ccc2C)n1-c1ccccc1	-19.3%
COc1ccccc1NC(=O)Cn1nc(-c2ccc(C)cc2)c2c(c1=O)CCCC2	0.2%
Cc1ccc(N2C(=S)N[C@H]3[C@@H](O)[C@H](O)C[C@@H](C(=O)N4CCCCC4)[C@H]32)cc1	i
Cn1nccc1OCc1cn2c(=O)n(C)cc(-c3cccc(C(F)(F)F)c3)c2n1	-15.8%[44.1 µM]
CC(C)C(=O)N1CCC2(CC1)N(C)C(=O)CS2(=O)=O	33.3%[activator]
COc1ccc(S(=O)(=O)N2CC(Oc3ccccc3-c3noc(C)n3)C2)cc1	-9.9%
CCc1ccc(OCC(=O)N(Cc2ccc(C(C)C)cc2)C2CCS(=O)(=O)C2)cc1 (configuration not stated)	?
Cc1cc(F)ccc1NC(=O)CCC1CCCN(C(=O)c2ccc(Cl)s2)C1 (configuration not stated)	i
CCOc1ccc(CNC(=O)c2cccc(NC(=O)N3CCSc4ncccc43)c2)cc1OC	6.2%
CN(Cc1ccccc1)C(=O)C1CC(=O)N(c2n[nH]c3cc(Br)ccc23)C1 (configuration not stated)	-26.6%
Cc1ccc(CNC(=O)Cn2cc(S(=O)(=O)Cc3cccc(Cl)c3)c3ccccc32)cc1	i
Cc1cc(C)n(Cc2cccc(C(=O)N3CCCC(c4ncc[nH]4)C3)c2)n1 (configuration not stated)	0.1%
COc1ccccc1NC(=O)c1sc2nc3c(c(C(F)(F)F)c2c1N)CN(C(C)=O)CC3	?
CCOc1ccccc1CNS(=O)(=O)c1cc2c(cc1C)NC(=O)CO2	20.6%
COc1ccc(NC(=O)CN(c2ccc(C)cc2)S(=O)(=O)c2cccs2)cc1	32.9%[activator]
COc1ccc(NC(=O)c2nnn(CC(=O)Nc3c(C)cc(C)cc3C)c2N)cc1OC	33.9%[activator]
COc1ccc(-n2c(=O)c3ccc(C(=O)NCc4ccc(C)cc4)cc3n(CC(=O)Nc3cccc(F)c3)c2=O)cc1	-11.3%

The results go on.
canonical_smiles	Pf Dd2 growth
Cc1cc2nn(-c3ccc(F)cc3)nc2cc1NC(=O)c1ccc(OC(C)C)cc1	12.2%
Cc1ccc(N2CCN(Cc3nnc(-c4ccc5c(c4)OCO5)o3)CC2)c(C)c1	14.4%
N#Cc1cccc(CN2C3CCC2CN(C(=O)Nc2ccccc2F)C3)c1	-2.9%
Cc1ccc(NC(=O)Cn2c(C)cc(C)c(C#N)c2=O)cc1F	8.8%
O=C(Nc1ccccc1F)N1CCc2nnc(C3CC3)n2CC1	-4.4%
Cc1ccc(NC(=O)c2ccc(CNS(=O)(=O)c3ccc4c(c3)C(C)(C)C(=O)N4C)cc2)cc1F	-1.9%
CCC1Oc2ccc(NC(=O)c3c(F)cccc3F)cc2CN(Cc2ccc3c(c2)OCO3)C1=O (configuration not stated)	i
Fc1ccc(-c2noc(-c3nnn4c3COC(c3ccc(Cl)cc3)C4)n2)cc1 (configuration not stated)	i
COc1ccc(CC2CCOC3(CCNCC3)C2)cc1 (configuration not stated)	i
O=C(COc1ccccc1)N1CC(F)(F)C[C@H]1c1nnc(C2CC2)o1	25.5%

Other entries follow.
canonical_smiles	Pf Dd2 growth
COc1ccc(CN2C[C@@H]3C[C@H]2C(=O)Nc2ccccc2O3)cn1	2.9%[44.1 µM]
COc1ccccc1C(=O)N1[C@@H]2CC[C@H]1CC(NC(=O)c1ccncc1)C2 (some centres not stated)	-5.8%
CN1CCC(NC(=O)c2cccc3c2CCN3C(=O)C2CC2)CC1	-15.7%
COc1cccc(NC(=O)c2csc3c2CCCCC3)c1	-17.0%
CC(C)(C)CN[C@H]1C[C@@H](Cc2cc(CN3CCOCC3)on2)C1(C)C	?
COc1ccc(C2Cn3nnc(-c4noc(-c5ccc(C)c(F)c5)n4)c3CO2)cc1 (configuration not stated)	?
O=C(Cn1ccn2nc(-c3ccc(F)cc3)c(CO)c2c1=O)NCCc1ccccc1	0.9%
CNC(=O)[C@@H]1CN(C(=O)c2c[nH]c3ccccc23)C[C@H]1COC	?
Cc1ccn2c(Nc3ccc4c(c3)OCCO4)c(-c3ccc(Cl)s3)nc2c1	-2.6%
COc1cccc(CNc2ncncc2-c2nc(-c3ccccc3)no2)c1	-14.3%

Further compounds:
canonical_smiles	Pf Dd2 growth
Cc1n[nH]c(C)c1CNc1cc(C2CC(O)C2)ncn1 (configuration not stated)	8.0%
COc1cccc(N2CCN(C(=O)C3CC(=O)N(c4n[nH]c5cccc(F)c45)C3)CC2)c1 (configuration not stated)	-7.8%
CC(=O)Nc1nonc1-c1nnc(SCC(=O)Nc2cccc(C)c2C)n1-c1ccccc1	-21.5%
CN1CCCN(S(=O)(=O)c2cccs2)c2ccccc21	-16.5%
CSc1ccc(-c2ccccc2C=O)cc1	5.7%[44.1 µM]
COc1ccc(-c2nc3scc(CCNC(=O)c4cccc(Br)c4)n3n2)cc1	1µM*
CCc1cnc2c(c1SCC(=O)c1ccc(Cl)cc1)c(=O)n(C)c(=O)n2C	-6.2%
O=c1[nH]c(C2CCCN(Cc3cccc4ccccc34)C2)nn1-c1ccccc1 (configuration not stated)	i
O=C(C1CC1)N1CCCC(c2nn(-c3ccc(F)cc3)c(=O)[nH]2)C1 (configuration not stated)	?
CCCc1noc(-c2ccn3c(CNC(=O)c4ccccn4)nnc3c2)n1	-22.4%

More records
canonical_smiles	Pf Dd2 growth
Cc1ccc(-c2cn3c(n2)N(C(=O)c2nc4ncccn4n2)CCC3)cc1	?
Cc1ccn2c(NC(=O)c3cccc(Cl)c3)c(-c3ccccc3)nc2c1	-18.8%
COC[C@@H]1CN(Cc2cc(Cl)ccc2F)C[C@H]1C(N)=O	-19.2%
O=C1[C@@H]2C[C@@H](CN2C2CCC2)Oc2ccccc2N1Cc1ccc(OC(F)(F)F)cc1	6.31µM*
Cc1ccc(C(=O)N2CCCn3cc(-c4ccccc4F)nc32)cn1	i
COCCNC(=O)C[C@@H]1C[C@H]2O[C@H](CNCc3ccncc3F)[C@@H](O)[C@H]2O1	10.0%[44.1 µM]
O=C(Nc1ccc([C@@H](O)[C@H]2COCC(=O)N2Cc2ccccc2F)cc1)c1cccc(F)c1	?
O=C(Cn1ncn2nc(-c3cccs3)cc2c1=O)NCc1cccc(Br)c1	29.1%
CN(C)C[C@H]1C[C@@H](CO)CN(C(=O)CCc2ccncc2)C1	8.0%
CSc1ccc(CCNC(=O)CCc2c(C)nc3ncnn3c2C)cc1	28.5%

The last 7 records of the section above lead into the next.
canonical_smiles	Pf Dd2 growth
O=C1[C@@H]2C[C@@H](CN2C2CCC2)Oc2ccccc2N1Cc1ccc(OC(F)(F)F)cc1	6.31µM*
Cc1ccc(C(=O)N2CCCn3cc(-c4ccccc4F)nc32)cn1	i
COCCNC(=O)C[C@@H]1C[C@H]2O[C@H](CNCc3ccncc3F)[C@@H](O)[C@H]2O1	10.0%[44.1 µM]
O=C(Nc1ccc([C@@H](O)[C@H]2COCC(=O)N2Cc2ccccc2F)cc1)c1cccc(F)c1	?
O=C(Cn1ncn2nc(-c3cccs3)cc2c1=O)NCc1cccc(Br)c1	29.1%
CN(C)C[C@H]1C[C@@H](CO)CN(C(=O)CCc2ccncc2)C1	8.0%
CSc1ccc(CCNC(=O)CCc2c(C)nc3ncnn3c2C)cc1	28.5%
O=C(CCc1c[nH]c2ccccc12)Nc1cccc(-c2nnc3n2CCCC3)c1	3.16µM*
CCN1C(=O)CCC2(C(=O)NCCN3CCOCC3)CCCC=C12 (configuration not stated)	-4.2%
COc1ccc(-c2nc3c(C)cccc3cc2CN(C)Cc2ncc[nH]2)cc1OC	i
O=C(Nc1c(O)c2ccccc2oc1=O)c1cccc(F)c1	37.5%[activator]
CCOCC(=O)N1CCC(N2C[C@H](O)C[C@H]2C(=O)NCc2cccc(OC)c2)CC1	5.3%
COCCNC(=O)CSc1nc2ccccc2nc1Cc1ccc(C)cc1	?
O=C(NC[C@H]1O[C@@H](CO)[C@@H](O)[C@H]1N1CCN(c2ccccn2)CC1)Nc1ccccc1	-3.7%
COc1ccc(OCc2cc(C(=O)NCCc3nc(C)c(C)s3)no2)c(Cl)c1	?
COc1ccc(-c2cc(-c3ccncc3)c3cncn3c2)cc1OC	?
CCC(=O)N1c2ccccc2CC1C(=O)NCCCN1CCN(c2cc(C)ccc2C)CC1 (configuration not stated)	-27.4%

Later entries
canonical_smiles	Pf Dd2 growth
O=C(NCc1ccc(F)cc1)Nc1cccc(-c2ccc(N3CCOCC3)nn2)c1	-29.6%
Cn1ccc2c(C(=O)NCCC(N)=O)nc(-c3cccc(C(F)(F)F)c3)cc21	2.8%[44.1 µM]
CC1Oc2ccc(NC(=O)C3CC3)cc2CN(CCc2ccc(F)cc2)C1=O (configuration not stated)	?
Cn1nccc1C(O)c1cc2n(n1)CCN(c1ncc(Cl)cn1)C2 (configuration not stated)	-8.1%
O=C1COCC2(CN1Cc1ccccc1)CN(c1ccccc1)C2	i
CC(C)c1nc2c(c(-c3ccc(O)cc3)n1)CCN(C(=O)c1ccccc1Cl)CC2	i
O=C(c1cccnc1)N1CCOCC2(C1)CN([S+](=O)([O-])c1ccccc1)C2	24.3%[44.1 µM]
CCOc1ccccc1C1NC(=O)N(CC(=O)Nc2cccc(Cl)c2)C2=C1C(=O)OC2 (configuration not stated)	i
COc1cc(OC)cc(-c2nc3ccc(-c4ccc(OC)c(OC)c4OC)cc3o2)c1	i
O=C(NC1CCCN(c2cc(-c3ccc(F)cc3)[nH]n2)C1)c1ccoc1 (configuration not stated)	i

(further entries)
canonical_smiles	Pf Dd2 growth
CC(=O)Nc1ccc(CN2CCOC[C@H]2c2ncc(-c3ccc(Cl)cc3)[nH]2)cc1	?
Cc1cc(NC(=O)N(C)CC2CCOC2)ccc1Br (configuration not stated)	i
COc1ccccc1CCC(=O)N1CCC[C@H]1c1nc(-c2ccc(OC)c(OC)c2)no1	-14.8%
CCCCOc1ccc(C(=O)NCCS(=O)(=O)N2CCN(c3ccccc3OC)CC2)cc1	15.7%
CN(C)C[C@@H]1CN(S(C)(=O)=O)C[C@H]1NC(=O)CC1CCN(C)CC1	58.3%[activator]
CC(=O)Nc1ccc(S(=O)(=O)NC2(C(F)(F)F)NC(=O)N(c3ccc(C)cc3)C2=O)cc1 (configuration not stated)	i
COc1ccc(-c2cc(N3CCC(NC(=O)Cc4ccccc4)CC3)n[nH]2)cc1	-7.8%
O=C(Cc1ccccc1Cl)NCc1nnc2cc(-c3nc(C4CC4)no3)ccn12	?
O=C(Nc1ccc2c(c1)OCCO2)N1CCCC(Cc2noc(-c3ccncc3)n2)C1 (configuration not stated)	i
